Assay outcomes (PubChem)
p53 reactivation = restores transcriptional activity of mutant p53. H1299 p53-A138V BP100-luciferase reporter, luminescence, 24 h. Potency, µM (series often up to 92.2 µM), for the others: top-dose activity change, positive = activation, hits mostly activators. 320,000 compounds, 0.063% hits. AID 504706; further: % of control where 0% means no effect; nearly all actives have a fitted effect of over 45% in size
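p53-null H1299 cells stably carrying temperature-sensitive p53-A138V and a BP100-luciferase reporter were pinned with compounds (4-point, 1:5 series) and held 24 hrs at 37 deg C. Luminescence was read 10 min after detection reagent.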
RORg inh = ROR gamma (mouse) transcription inhibition; Drosophila S2 Gal4-RORgamma UAS-luciferase reporter, 20 h; Potency, µM (series often up to 53.6 µM), for inactives: top-dose activity change, negative = inhibition, most hits filed as inhibitors; 310,000 compounds, 5.4% hits; further: on the % scale 0 is the no-effect control and ±100 the full control effect; nearly all actives have a fitted effect of over 60% in size
Target sequence (P51450 whole entry, looked up, the tested form may be a part): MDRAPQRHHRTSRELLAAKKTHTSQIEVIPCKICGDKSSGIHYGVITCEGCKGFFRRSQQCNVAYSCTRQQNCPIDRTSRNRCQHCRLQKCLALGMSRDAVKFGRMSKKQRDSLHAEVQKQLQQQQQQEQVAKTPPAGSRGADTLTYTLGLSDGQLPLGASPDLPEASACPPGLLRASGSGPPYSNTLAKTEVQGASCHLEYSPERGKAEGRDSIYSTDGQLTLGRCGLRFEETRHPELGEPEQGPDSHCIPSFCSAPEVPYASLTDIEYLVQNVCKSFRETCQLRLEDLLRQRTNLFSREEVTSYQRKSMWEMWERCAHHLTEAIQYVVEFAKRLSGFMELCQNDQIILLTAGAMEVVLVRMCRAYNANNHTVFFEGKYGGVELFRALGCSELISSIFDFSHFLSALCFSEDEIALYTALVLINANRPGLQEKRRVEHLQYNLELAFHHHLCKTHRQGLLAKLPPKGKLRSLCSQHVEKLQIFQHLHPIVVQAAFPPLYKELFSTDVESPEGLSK
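Stably transfected Drosophila Schneider cells are the test system, with ROR gamma fused to Gal4 and luciferase under UAS control; luminescence is read after 20 hr of 700 uM copper sulfate induction at ambient temperature.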
ELG1 genotoxic = induces genotoxicity in HEK293T cells with luciferase-tagged ELG1 | HEK293T ELG1-luciferase reporter, luminescence, 16 h | Potency, µM (series often up to 46 µM), for inactives: at the top dose activity change, positive = activation, usual class: activators | 330,000 compounds, 1.3% hits | AID 504466; further: % of control where 0% means no effect; nearly all actives have a fitted effect of over 60% in size
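Reporter readout depends on ELG1 protein level, which increases with genetic stress. After 16 hr compound exposure at 37 °C, luciferase activity was quantified using ONE-Glo.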
MBNL1 CUG block = inhibitors of human MBNL1 binding to CUG repeat RNA; Q9NR56; Potency, µM (highest dose often 57.5 µM), without a hit: at the top dose activity change, negative = inhibition, usual class: inhibitors; TR-FRET MBNL1-His/biotin-(CUG)12 binding, 665/545 ratio; 280,000 compounds, 0.036% hits; active means well fitted inhibition curve with a large enough effect in the signal ratio, with a control signal flat, not every such curve was filed as active; inconclusive means small, poorly fitted or top-dose-only effect, or effect the other way, or a change in a side signal; inactive means no such curve, though single readings can be large or run the other way; the % refers to the signal ratio; further: on the % scale 0 is the no-effect control and ±100 the full control effect
Target sequence (Q9NR56 whole entry, looked up): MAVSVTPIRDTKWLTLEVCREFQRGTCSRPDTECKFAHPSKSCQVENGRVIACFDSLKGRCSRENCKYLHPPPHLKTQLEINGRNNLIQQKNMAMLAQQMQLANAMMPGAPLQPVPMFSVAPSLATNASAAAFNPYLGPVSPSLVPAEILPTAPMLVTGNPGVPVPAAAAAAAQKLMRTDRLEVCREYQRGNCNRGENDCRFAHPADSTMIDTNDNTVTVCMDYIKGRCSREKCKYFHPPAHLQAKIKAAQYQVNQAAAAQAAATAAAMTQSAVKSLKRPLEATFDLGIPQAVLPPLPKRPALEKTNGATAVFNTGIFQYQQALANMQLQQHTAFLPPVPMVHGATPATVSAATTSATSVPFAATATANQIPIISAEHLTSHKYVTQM
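TR-FRET between His-tagged MBNL1 and biotin-(CUG)12 RNA, detected with Tb anti-His antibody (0.055 ng/ul) and streptavidin-XL665 (5 nM), 60 min at room temperature. Compounds titrated 92 nM to 58 uM; 665/545 nm ratio normalized to buffer and complex controls.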
BRCA1 expr act = BRCA1 expression activation. MCF7-BRCA1-FFLuc reporter, luminescence, 48 h; response scale: scaled: vehicle 0%, 10 µM genistein 100%. Potency, µM (top dose mostly 46.1 µM), for inactives: at the top dose activation, actives largely listed as activators. 380,000 compounds, 1.1% hits. AID 624202; further: nearly all actives have a fitted effect of over 80% in size; some results filed as inactive show a strong effect at the top dose
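Luminescence from a BRCA1-driven firefly luciferase in MCF7 cells was read after 48 h compound exposure at 37 C. Data normalized against DMSO and a 10microM genistein activation control, then curve-fitted across the titration.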
Rab9 prom act = activates the Rab9 promoter; Huh7 Rab9 promoter-luciferase reporter, luminescence, 24 h; 320,000 compounds, 2.8% hits; Potency, µM (titrated, usually from 9.22 µM), inactives show top-dose activation, negative = inhibition, actives largely listed as activators; AID 485297; further: % of control where 0% means no effect; nearly all actives have a fitted effect of over 60% in size
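Measured in stably transfected Huh7 cells bearing a Rab9 promoter–luciferase construct: 24 h compound treatment at 37 °C, followed by luminescence detection.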
uPA generation = blocks generation of uPA at the cell surface; cell surface uPA generation assay, qHTS; Potency, µM (doses to about 38.3 µM), without a hit: at the top dose activity change, negative = inhibition, hits mostly inhibitors; 330,000 compounds, 0.31% hits; active means well fitted inhibition curve with a large enough effect; inconclusive means small, poorly fitted or top-dose-only effect; inactive means no such curve, though single readings can be large or run the other way; tested in mouse RAW 264.7 cells; further: on the % scale 0 is the no-effect control and ±100 the full control effect; nearly all actives have a fitted effect of over 55% in size
Gal4-VP16 FLuc = Gal4-VP16 reporter inhibition counter-screen; Drosophila S2 Gal4-VP16 UAS-luciferase, luminescence, 20 h; Potency, µM (titrated, usually from 53.6 µM), for inactives: at the top dose activity, negative = inhibition, actives largely listed as inhibitors; 310,000 compounds, 3.5% hits; AID 2546;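 further: Gal4-VP16 expression switched on by copper sulfate through the metallothionein promoter; on the % scale 0 is the no-effect control and ±100 the full control effect; nearly all actives have a fitted effect of over 50% in size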
NPC1 prom act = activators of NPC1 promoter. Huh7 NPC1 promoter luciferase reporter, 24 h. Potency, µM (highest dose often 9.22 µM), without a hit: at the highest dose activation, usual class: activators. 320,000 compounds, 2.4% hits;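 further: % of control where 0% means no effect; nearly all actives have a fitted effect of over 60% in size; reporter is driven by a mutant NPC1 promoter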
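Readout is luciferase luminescence, reflecting NPC1 promoter activation in stably transfected Huh7 cells after 24 h compound exposure at 37 °C in reduced-serum medium with 10% FBS.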
FLuc counter = firefly luciferase modulation, counter-screen for miR-21 project | Potency, µM (series often up to 57.5 µM), without a hit: top-dose activity change, negative = inhibition, usual class: inhibitors | P08659 | purified FLuc, Km substrates, luminescence inhibition | 360,000 compounds, 6.9% hits;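 further: plate controls were vehicle for no effect and reference inhibitor for full effect; nearly all actives have a fitted effect of over 55% in size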
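Purified P. pyralis luciferase (10nM final) with 10uM D-luciferin and 10uM ATP (Km levels) in 50mM Tris acetate pH 7.5, 10mM Mg acetate, 0.01% Tween-20, 0.05% BSA; qHTS 6-point titration, ~60 µM downward; luminescence read.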
* = called active by the depositor; ? = inconclusive; . = no result given; [ ] = another dose, or the depositor's remark. Unless noted, the call rests on the fitted dose curve; in most records, active means well fitted curve in the direction sought with a large enough effect; inconclusive means small, poorly fitted or top-dose-only effect, or another doubt; inactive means no such curve, though single readings can be large; an effect the other way counts as inactive or inconclusive. Potency means the concentration at half of the fitted maximal effect.

SMILES | p53 reactivation | RORg inh | ELG1 genotoxic | MBNL1 CUG block | BRCA1 expr act | Rab9 prom act | uPA generation | Gal4-VP16 FLuc | NPC1 prom act | FLuc counter
O=C(O)CCC(=O)N(Cc1cccnc1)Cc1cccc(F)c1 | 2% | -9% | -6% | -2% | 3% | -1% | . | 1% | 9% | 1%
CCc1ccc(NC(=O)C/C(C)=N/NC(=O)COc2ccccc2C)cc1 | -1% | -32% | 5% | 1% | -3% | 4% | 0% | 16% | 0% | 0%
Cc1ccc(C(=O)OCC(=O)Nc2ccc(F)c(Cl)c2)o1 | -5% | . | 0% | . | 1% | 1% | -5% | . | 0% | 0%
O=C(/C=C/c1ccco1)Nc1ccccc1N1CCCCC1 | 0% | 26% | -11% | 2% | -20% | -1% | -16% | -8% | -2% | 1%
COc1ccccc1NC(=O)C1CCCN1S(=O)(=O)c1cccc2nsnc12 (stereo not given) | 3% | -21% | -3% | ? | -32% | -2% | 2% | -3% | -1% | 2%
Cc1[nH]c(=O)[nH]c(=O)c1NS(=O)(=O)c1ccccc1 | 5% | -30% | -1% | 0% | -14% | -5% | 1% | -7% | 0% | 5%
Cc1ncc(N=Nc2ccccc2Cl)c(-c2ccccc2)n1 | 5% | 3% | -3% | ? | -16% | 5% | 11% | -6% | -9% | 2%
CCn1c(=O)[nH]c(=O)c2c(N)c(C(=O)c3ccccc3OC)sc21 | -8% | 12% | 11% | -1% | -42% | -5% | -6% | 3% | -3% | 0%
CC(C)COP(=O)(OCC(C)C)C(Nc1ccccc1)c1ccc(F)cc1 (stereo not given) | -11% | ? | -12% | . | -20% | -6% | 5% | -16% | -3% | 3%
O=C(N/C(=C/c1ccc(Cl)cc1)C(=O)N1CCCCC1)c1ccco1 | -6% | -19% | 2% | -3% | -16% | 0% | 2% | -4% | -1% | -1%
CCOc1cc(N2CCOCC2)c(OCC)cc1NC(=O)C(C)(C)C | 3% | -2% | -2% | -4% | -11% | -4% | -1% | -12% | 0% | 0%
COc1ccc(-c2nnc(-c3ccc(F)cc3)o2)cc1 | ? | -3% | 3.7µM* | -3% | ? | 1µM* | -5% | 11% | 1.3µM* | 2.1µM*
O=C(CS(=O)(=O)Cc1ccccc1)N1CCN(c2ccccc2F)CC1 | -2% | -6% | 8% | -2% | 19% | 13% | 2% | -2% | 7% | -5%
Cc1cc([N+](=O)[O-])nn1CC(=O)Nc1ccccn1 | 3% | -6% | 2% | -3% | -9% | 10% | 0% | 4% | -1% | -1%
O=Nc1onc(-c2ccc([N+](=O)[O-])cc2)c1NO | 4% | 3.5µM* | -5% | . | -12% | -2% | . | 4.5µM* | -10% | ?
COc1ccc2c(c1)C(C)=CC(C)(C)N2S(=O)(=O)c1ccc(Br)cc1 | 12% | -41% | 1% | -8% | -61% | -27% | -13% | -4% | -11% | 1%
Cc1cccc(C)c1NC(=O)CN(C)C(=O)c1cccc(-n2cccc2)c1 | 1% | . | 0% | . | -5% | -1% | 6% | . | 0% | -14%
COc1ccc2cc(C)c3nnc(SCC(=O)Nc4nc(-c5ccccc5)cs4)n3c2c1 | -2% | 7% | 1% | -4% | -31% | 2% | -5% | -8% | -2% | 15%
CC(=O)N1CC(C)Sc2ccc(S(=O)(=O)NC3CCCCC3C)cc21 (stereo not given) | -14% | 23% | -6% | -5% | -8% | -7% | -2% | -1% | -4% | -1%
O=C1C(=O)N(Cc2cccnc2)C(c2ccccn2)/C1=C(/O)c1ccc(Br)cc1 (stereo not given) | 27% | 0% | 1% | ? | 0% | 4% | -7% | -2% | -4% | 6%
CCCCCOP(=O)(OCCCCC)C1(NS(=O)(=O)c2ccccc2)C=CC(=O)c2ccccc21 (stereo not given) | -36%[inhibitor] | -35% | 0% | -3% | -81%[inhibitor] | 22% | 2% | -15% | -3% | -1%
CC(C)Oc1cc2oc(=O)c3c(c2cc1Cl)CCC3 | 27% | -2% | ? | 2% | 19% | -3% | -6% | 0% | -1% | 1%
Cc1cccc(C(=O)NCC(=O)N2CCC2)c1 | 7% | . | 0% | . | 0% | -3% | 9% | . | -5% | 3%
CCN1CCN(c2oc(-c3ccccc3C)nc2S(=O)(=O)c2ccccc2)CC1 | 2% | . | 0% | . | -36% | 1% | -15% | . | 5% | 3%
O=C(CN(Cc1ccccc1)S(=O)(=O)c1ccccc1)N/N=C/c1ccc2c(c1)OCO2 | 2% | 37% | -11% | 1% | -18% | -11% | 7% | 0.89µM* | -1% | 4%
SMILES | p53 reactivation | RORg inh | ELG1 genotoxic | MBNL1 CUG block | BRCA1 expr act | Rab9 prom act | uPA generation | Gal4-VP16 FLuc | NPC1 prom act | FLuc counter
CCOC(=O)C1CCN(c2c(N3CCN(Cc4ccccc4)CC3)c(=O)c2=O)CC1 | -1% | -6% | 4% | ? | 0% | 1% | -20% | 0% | 1% | 4%
COc1ccc(OCCC(=O)OCC(=O)NCc2ccccc2OC)cc1 | -3% | . | 2% | . | -2% | 2% | 4% | . | 0% | -2%
O=C(CCCSc1nc2ccccc2[nH]1)NCc1ccco1 | 1% | 13% | -1% | 1% | -24% | 0% | 0% | -7% | -3% | 1%
ClCc1csc(-c2ccc(Cl)cc2)n1 | 15% | 2% | -7% | -13% | 4% | -9% | 5% | -15% | 0% | ?
CC[n+]1cc(-c2ccccc2)nc(N2CCOCC2)n1 | 1% | -27% | 2% | ? | -6% | -2% | 11% | 17% | 15% | -3%
CN(C)CCCNC(=O)c1cc2sc3ccccc3c2s1 | 18% | -20% | ? | ? | -26% | 16% | -4% | -1% | 5% | -15%
CSCc1ccc(C(=O)N2CCCC(Nc3ccc4c(c3)OCCO4)C2)o1 (stereo not given) | 12% | -2% | 0% | 5% | 1% | 0% | 0% | 6% | 2% | ?
Cc1ccc(C)c(NS(=O)(=O)c2ccc(OCC(=O)NCc3ccccn3)cc2)c1 | -5% | ? | -8% | 0% | -14% | -3% | 4% | -6% | -4% | 3%
COCCn1c(SCC(=O)N2CCCc3ccccc32)nc2cccnc21 | -3% | -18% | -1% | -3% | -4% | -2% | 2% | 2% | -2% | 0%
COc1cc(C(=O)OCCCOC(=O)c2cc(OC)c(OC)c(OC)c2)cc(OC)c1OC | -11% | -13% | -2% | -5% | -28% | 4% | -7% | 1% | -5% | 5%
CN1CCN(c2nc3c(c(=O)[nH]c(=O)n3C)n2Cc2ccccc2)CC1 | 7% | -41% | 2% | -12% | 3% | 1% | -2% | -4% | -3% | 1%
O=C(c1cc2nc(-c3ccc(F)cc3)cc(C(F)(F)F)n2n1)N1CCCCC1c1cccnc1 (stereo not given) | -2% | ? | -6% | 23% | -66% | -31%[inhibitor] | -11% | ? | -40%[inhibitor] | ?
COC(=O)Cc1ccc(NC(=S)NCCO)cc1 | -1% | -14% | -5% | 1% | 22% | -4% | 2% | -15% | -2% | -1%
Clc1nc(Oc2ccccc2)nc(-c2cn(-c3ccccc3)c3ccccc23)n1 | 1% | 7% | 3% | -14% | -9% | 1% | -7% | 2% | 0% | -17%
COc1cccc(-c2cc3nc4c(c(N5CCC6(CC5)OCCO6)n3n2)CCC4)c1 | -4% | -10% | -8% | -11% | -6% | -1% | 7% | -6% | -8% | 27µM*
CC(C)Oc1ccc(Nc2ncnc3ccccc23)cc1 | -11% | 6% | ? | -3% | 2.5µM* | 3.2µM* | 1% | 8%[10 µM] | 3.5µM* | 17µM*
COc1ccc(Oc2nccc(-c3ccccc3)c2C#N)cc1 | 3% | 23% | 10% | 26% | 5µM* | ? | 8% | -2% | ? | 12µM*
CCCC(=O)c1ccc(N2CCN(C(=O)OCC)CC2)c(F)c1 | ? | ? | 1% | -5% | 13% | 12% | -5% | ? | 0% | -12%
Cc1ccc(S(=O)(=O)N2CCCC2CNC(=O)C(=O)NCc2ccccn2)cc1 (stereo not given) | -7% | . | -4% | . | 27% | -32%[inhibitor] | 1% | . | 8% | 1%
CCOC(=O)c1ccc2ncc(C(=O)OCC)c(NCCN3CCOCC3)c2c1 | . | . | 0% | -6% | -20% | 5% | -7% | . | -5% | 0%
O=C1CC(c2ccccc2)n2ncnc2N1 (stereo not given) | 0% | -6% | -1% | -7% | 2% | 1% | . | -1% | 2% | 1%
CCSc1nnc(NC(=O)c2cc(OC)c(OC)c(OC)c2)s1 | -4% | -25% | 17% | -3% | -6% | 4% | -2% | -15% | 0% | ?
COc1ccc(C2CC(=O)Oc3cc4c(cc32)OCO4)cc1 (stereo not given) | -2% | -9% | 9% | . | 7% | . | 2% | -4% | . | .
CCC(OC(=O)c1nsc(Cl)c1Cl)C(=O)NCCOC (stereo not given) | -3% | -8% | -13% | -8% | 13% | -1% | 2% | -17% | -1% | 0%
CC(C)(C)c1cc(CN2CCN(CCO)CC2)cc(C(C)(C)C)c1O | ? | 2% | -1% | -8% | -35% | 8% | . | -10% | -1% | 3%
N#Cc1nc(-c2cccc3ccccc23)oc1NCC1CCCO1 (stereo not given) | 19% | 0% | ? | ? | 83% | 25% | 1% | -16% | 7% | 12µM*
COc1cccc2c1C(=O)O/C2=C/c1ccc2c(c1)OCO2 | ? | -17% | ? | 8% | . | ? | . | -4% | ? | 0.11µM*
COc1ccc(NS(=O)(=O)c2ccc(C(=O)NCC3(N4CCOCC4)CCCCC3)cc2)cc1 | 6% | . | 0% | . | -6% | . | -3% | . | . | .
